KKLEB tox = CF airway cell cytotoxicity counter-screen; AID 602141; activity change (cytotoxicity), % at 5 µM; KKLEB CF airway cells viability, ATPlite luminescence, overnight; hits give low values; cells stimulated with P. aeruginosa culture filtrate; actives 0.36% (n = 360,000);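 active = corrected activity change at or below -50% at 5 µM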
SRC1 inh = inhibits human SRC1 coactivator. HEK293 GAL4-SRC1 luciferase reporter, luminescence. inhibition, % at 3.6 µM. Q15788. actives 0.12% (n = 360,000);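 active = inhibition above the campaign mean plus 3 SD, with each screening campaign given its own cutoff, cut at about 60% in these data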;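 note: 0% = DMSO treated cells and 100% = gossypol at 36 µM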
NR2F2 inh = blocks human COUP-TFII nuclear receptor; inhibition, % at 8.6 µM; actives 0.7% (n = 370,000); P24468; HEK293T NGFI-A luciferase reporter, luminescence; AID 686940;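 active = inhibition above a per-plate cutoff, mean inhibition of test wells between control levels plus 3 SD, cut at about 38% in these data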;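 note: cells cotransfected with COUP-TFII expression vector driving the NGFI-A reporter; 0% = median of COUP-TF2 test wells and 100% = reporter-only cells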
LRH-1 inv ag = suppresses constitutive activity of human LRH-1; HEK293T StAR-luciferase reporter, LRH-1 transfected, 24 h; inhibition, % at 3.6 µM; actives 0.13% (n = 360,000);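 active = inhibition above the mean inhibition of all tested compounds plus 3 SD, cut at about 73% in these data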;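 note: 0% = DMSO wells and 100% = reporter-only cells lacking LRH-1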
CF NFkB block = blocks PAF-induced NF-kB reporter in cystic fibrosis cells; KKLEB NF-kB-GFP reporter, GFP fluorescence overnight; inhibition, % at 5 µM; actives 0.86% (n = 360,000); AID 588850;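 active = at least 50% inhibition at 5 µM, scaled per plate between neutral and stimulator controls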;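 note: PAF is a Pseudomonas aeruginosa culture filtrate used as stimulus; plate controls were PAF-stimulated DMSO wells for no effect and unstimulated DMSO wells for full effect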
SRC3 inh = human NCOA3 inhibition | actives 0.17% (n = 360,000) | HEK293 GAL4-SRC3 luciferase reporter, luminescence | AID 588352 | Q9Y6Q9 | inhibition, % at 3.6 µM;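 active = inhibition above a per-campaign cutoff, the mean of all compounds plus 3 SD, cut at about 60% in these data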;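 note: 0% = DMSO-treated cells and 100% = gossypol-treated cells at 36 µM; higher means less SRC3-driven luciferase light from the GAL4 reporter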
Shn3 3UTR inh = inhibitors of Schnurri-3 3'UTR reporter in osteoblasts | Clone20 osteoblast Shn3 3'UTR firefly luciferase, 24 h | inhibition, % at 12.5 µM | actives 0.52% (n = 360,000) | AID 588674;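 active = mean inhibition of at least 75% with every replicate also reaching 75%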;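 note: 0% = median of neutral control wells and 100% = pilot-screen positive control compound; some compounds past the cut are filed as inactive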
TROY signal inh = blocks TROY-dependent signaling in reporter cells. Q293 LMP1-TROYcd NF-kB luciferase reporter, 4 h. inhibition, % at 10 µM. actives 0.98% (n = 360,000);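 active = compounds whose plate-normalised and pattern-corrected inhibition of the luciferase reporter signal at the single screening dose is 50% or more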
C8 TRAIL sens = caspase-8 TRAIL sensitization | NB7+C8 cells + TRAIL, ATPlite viability luminescence | inhibition (viability loss, TRAIL sensitization), % at 10 µM | actives 1% (n = 360,000) | AID 624354;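 active = compounds causing at least 50% loss of cell viability in the single-dose screen, relative to plate controls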
TWEAK Fn14 block = TWEAK-Fn14 signaling inhibition; inhibition, % at 10 µM; actives 2% (n = 360,000); TWEAK-stimulated Fn14 reporter cells, luciferase luminescence, 8 h; in the data active = inhibition above about 50%
EBV LMP1 NFkB = inhibitors of Epstein-Barr LMP1-induced NF-kappaB reporter | LMP1-induced NF-kappaB luciferase reporter cells, luminescence | inhibition, % at 12.5 µM | actives 0.69% (n = 350,000) | AID 504558; in the data active = inhibition above about 41%;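 note: 0% = neutral control wells and 100% = reference inhibitor control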
Numbers without * were called inactive; x = not tested or not shown. This is a subset. The share of hits here may be higher or lower than overall.

Structure | KKLEB tox | SRC1 inh | NR2F2 inh | LRH-1 inv ag | CF NFkB block | SRC3 inh | Shn3 3UTR inh | TROY signal inh | C8 TRAIL sens | TWEAK Fn14 block | EBV LMP1 NFkB
COCCNC(=O)c1ccc(CN2CCOCC2)cc1 | 13 | -10 | 4 | 28 | -4 | 27 | 2 | 7 | 6 | -1 | -3
CC(C)CN1C(=O)NC(NS(=O)(=O)c2ccc(N)cc2)(C(F)(F)F)C1=O (stereo unspecified) | -15 | 8 | 0 | -2 | 7 | -2 | -2 | 9 | 3 | -20 | -3
CCCOc1ccc(-c2nc(C#N)c(N3CCN(CC)CC3)o2)cc1 | 0 | -7 | 5 | 25 | -4 | 3 | 5 | 33 | -16 | -22 | 5
Cc1c(C(=O)NCc2ccc3c(c2)OCCO3)sc(=O)n1Cc1ccccc1F | -2 | -35 | 14 | 17 | -16 | -3 | 6 | 22 | 4 | -11 | x
Clc1ccccc1-c1nnc(-c2cccnc2)o1 | 7 | -44 | -28 | -66 | -23 | -48 | -80 | -23 | 13 | -18 | -13
COc1ccc(N2CCN(C(=O)c3ccc4c(c3)NC(=O)C(CSCc3ccccc3F)N4)CC2)cc1 (stereo unspecified) | 4 | -4 | -19 | 19 | -12 | -2 | -2 | 10 | -16 | -6 | 1
Nc1nc(N)c(N=Nc2ccc(SCC(=O)O)cc2)c(=O)[nH]1 | 17 | -35 | 10 | 11 | 3 | -3 | 12 | -15 | -7 | 9 | -4
Cc1ccc(S(=O)(=O)N(C)C)cc1NC(=O)Nc1ccccc1F | -4 | -16 | 15 | 27 | -2 | 6 | -19 | 4 | -6 | 2 | x
CC1CCCCN1Cc1nc2c(c(=O)n(C)c(=O)n2C)n1CCCc1ccccc1 (stereo unspecified) | -1 | 2 | 4 | 3 | -2 | 15 | 3 | -2 | 17 | 3 | 0
Cc1ccc(C)c(NC(=O)CN(C)C(=O)c2ccc(-c3cccc(C(F)(F)F)c3)o2)c1 | 13 | -7 | 1 | -8 | -2 | -5 | 17 | -8 | -3 | -15 | 0
CCOC(=O)c1cc(-c2ccc(N)cc2)sc1N | 4 | -104 | -32 | -95 | 3 | -67 | -1 | -3 | -8 | -20 | -21
CC1(C)Cc2nc3n[nH]c(N)c3cc2CO1 | -11 | -9 | -1 | 2 | -3 | 10 | -17 | 3 | -1 | -18 | -6
CCN(CC)C(=O)C(=O)N/N=C/c1ccc(F)cc1 | 5 | -7 | 9 | -12 | 9 | 3 | -30 | -15 | -4 | 11 | -9
CC(=O)/C(=N\Nc1ccccc1)Oc1ccc(Br)cc1 | 1 | 11 | 2 | 1 | 0 | -10 | -2 | -1 | -5 | -2 | x
Cc1ccccc1Nc1nc(N)[nH]c(=O)c1N=O | 0 | 16 | 6 | 19 | -41 | 9 | -2 | 3 | 1 | 5 | x
O=C(Cc1ccccn1)c1ccncc1 | 5 | 7 | 0 | 2 | -20 | 18 | -11 | -12 | 11 | 1 | 4
O=C(O)c1ccc(CNCc2ccc(Cl)cc2Cl)cc1 | 5 | -12 | 3 | -9 | -9 | -1 | -13 | -3 | -13 | 0 | 2
COc1cccc(NC(=O)NCc2c(-c3ccccc3)noc2C)c1 | 4 | 6 | 12 | -15 | 4 | 13 | 63 | -25 | -6 | -7 | -1
CC(Cc1ccccc1)NC(=O)c1cc2ccccc2o1 (stereo unspecified) | -9 | -91 | -6 | -70 | -7 | -80 | -54 | -57 | 2 | -14 | -35
COc1ccc(NS(=O)(=O)c2cc(NC(=O)[C@H](C)NC(N)=O)ccc2N2CCCC2)cc1 | 10 | 1 | -6 | 18 | -2 | 7 | -12 | 0 | -5 | 1 | -4
Cc1cc(C)n(C(=O)CCN2C(=O)c3ccccc3C2=O)n1 | 4 | -17 | 1 | -33 | 6 | 15 | 0 | -9 | -5 | 10 | 3
O=C(c1ccco1)N1CCN(C2CN(C3CCCC3)S(=O)(=O)C2)CC1 (stereo unspecified) | -11 | -4 | -9 | -17 | 3 | 3 | -12 | -19 | 1 | 2 | x
Cc1ccc(C)c(NC(=O)CN(C)C(=O)c2ccccc2OCc2ccc(Cl)cc2)c1 | -14 | 10 | 11 | -11 | 14 | -42 | 9 | 12 | 5 | -1 | -1
COc1ccc(CCNC(=O)CN2C(=O)COc3ccc(S(=O)(=O)N4CCCC4)cc32)c(OC)c1 | 2 | 2 | -12 | 29 | 2 | 4 | -14 | -25 | 0 | 6 | x
NC(N)=NS(=O)(=O)c1ccc(NC(=S)Nc2ccc(F)cc2)cc1 | 15 | -1 | 0 | 5 | -12 | 4 | 51 | -14 | 7 | 13 | -13
COc1cccc(-c2cc(C(=O)Nc3ccc4c(c3)OCO4)no2)c1 | 6 | -20 | 9 | -2 | 9 | 16 | -20 | -20 | 19 | -17 | -21
COC(=O)c1ccc(C(=O)OC)c(NC(=S)N2CCN(C)CC2)c1 | 15 | 5 | 0 | -14 | -9 | 9 | -6 | -18 | 1 | 4 | 5
O=[N+]([O-])c1ccc(/C=C/c2ccc3cccc([N+](=O)[O-])c3n2)cc1 | 6 | -5 | -2 | 23 | 2 | -40 | -19 | -34 | 21 | -10 | 0
Cc1ccc(NC(=O)/C(=C\c2cccnc2)NC(=O)c2ccccc2)cc1 | -22 | 13 | 22 | 4 | 10 | 10 | 2 | -5 | 4 | 3 | -1
CC(=O)N1CCN(c2ccc(NC(=O)c3cccc(Cl)c3Cl)cc2)CC1 | -6 | -9 | 12 | 12 | 4 | 1 | 16 | -3 | -5 | -1 | 12
COc1cc2c(C(=O)NCCCOC(C)C)cn(CC(C)C)c(=O)c2cc1OC | -1 | -6 | 4 | 6 | 1 | -7 | -22 | 0 | 2 | -3 | 3
NC(c1csc(Nc2ccccn2)n1)C1CCCCC1 (stereo unspecified) | -9 | 6 | 1 | 6 | 9 | -2 | 1 | -5 | -1 | 0 | x
N#C/C(=C(/O)CCl)c1nnc2n1CCCCC2 | 0 | -10 | 2 | 19 | 0 | 8 | -2 | 5 | 9 | -4 | 2
Cc1cccc(-c2ccc3c(c2)C2CC3CCN2C(=O)OCc2ccccc2)c1 (stereo unspecified) | 4 | -2 | -12 | -32 | 10 | -3 | 8 | -35 | -2 | -21 | -3
Cc1c(Br)c([N+](=O)[O-])nn1CC(=O)N1CCN(C23CC4CC(CC(C4)C2)C3)CC1 | 7 | 8 | 6 | -8 | -9 | -6 | 2 | -5 | 13 | 2 | -1
O=C(NC1(C(F)(F)F)NC(=O)N(Cc2ccccc2)C1=O)c1cccs1 (stereo unspecified) | -1 | -2 | 3 | -3 | 11 | 2 | -21 | 11 | -21 | -2 | 4
CCOc1ccccc1N(CC(=O)N1CCN(Cc2ccccc2)CC1)S(=O)(=O)c1ccccc1 | -3 | 4 | 6 | -7 | 7 | -4 | 11 | -3 | -16 | 11 | 0
Cc1ccc(C2NC(=O)c3sc(=S)n(-c4ccccc4)c3N2)cc1 (stereo unspecified) | 7 | -3 | -3 | 1 | -11 | 11 | -7 | 31 | -14 | 24 | -12
CCCCCNC(=O)C(=O)C1C(=O)Nc2ccccc21 (stereo unspecified) | 15 | 5 | -1 | 0 | -10 | 18 | 3 | 2 | -5 | 0 | -3
CC(=O)NC(Cc1ccccc1)Cc1ccccc1 | -5 | -11 | 5 | 19 | 3 | -8 | -9 | 10 | -6 | 4 | -7
C=CCNC(=O)Nc1ccc2oc(C)nc2c1 | -3 | -13 | 15 | -6 | 6 | -1 | 3 | -5 | -10 | 4 | 0
Cc1ccc(N(C(=O)C(F)(F)F)C(C(=O)NC2CCCCC2)c2cccs2)cc1C (stereo unspecified) | 7 | 5 | -14 | -26 | 7 | 8 | 3 | -4 | -15 | -22 | -6
O=C(OCCc1ccccc1)c1cc(O)c(O)c(O)c1 | -24 | -102 | -60 | -28 | 14 | -138 | 25 | -14 | 8 | 28 | 2
CC(C)(CO)C(O)C(=O)NCCC#N (stereo unspecified) | -1 | -7 | -8 | 4 | -2 | -45 | -25 | 0 | -4 | -11 | -4
COc1ccc2cc(/C=C/C(=O)N3CCN(CC(=O)N4CCCCCC4)CC3)ccc2c1 | -10 | -16 | x | 16 | -4 | -19 | 4 | -7 | 18 | -17 | 33
O=C1OCCC1=COCCCCCCOC=C1CCOC1=O | 14 | -2 | 8 | 23 | -7 | 2 | 16 | -10 | 9 | 21 | -1
CC(C)c1ccc(C2=NN(c3ccccc3)C(=O)CC2)cc1 | 2 | -4 | -18 | -7 | -1 | 16 | -13 | -5 | -1 | -14 | -7
CCCOc1ccc(CN(C(=O)c2cccc(OC)c2)C2CCS(=O)(=O)C2)cc1 (stereo unspecified) | -2 | 4 | -9 | 4 | -3 | -2 | -37 | -3 | 0 | -3 | 0
CN(C)c1ccc(N=Nc2ccccc2C(=O)OCC(=O)N2CCCC2)cc1 | -18 | -16 | -27 | -48 | 1 | -27 | -29 | -51 | 48 | -5 | -5
Cc1ccc2nc(Cl)c(C3CC(c4cccs4)=NN3C(=O)CCCC(=O)O)cc2c1 (stereo unspecified) | -5 | -8 | 9 | -8 | -12 | 2 | 10 | -26 | -3 | -14 | 4
Fc1ccc(-c2c[nH]c(=S)n2Cc2ccccc2)cc1 | 7 | -1 | 15 | -3 | -10 | 5 | 13 | -4 | 1 | 12 | -2
CCOc1ccc(CC(=O)N/N=C(\C)c2cccnc2)cc1 | 0 | -11 | 5 | -8 | -1 | -18 | 16 | -2 | -6 | 15 | -1
CCN(CC(=O)NC1CCCC1)S(=O)(=O)c1ccc(F)cc1 | 6 | 7 | -6 | 20 | 4 | -6 | -1 | -3 | -16 | -10 | -7
Cc1cc(C)c2nc(SCC(=O)Nc3cc(C)on3)c(C)cc2c1 | -7 | -3 | -13 | 5 | 2 | -10 | -4 | 10 | 7 | -2 | -15
Cc1ccc(S(=O)(=O)NCCC(=O)OCC(=O)NCCc2ccccc2)cc1C | -9 | -3 | 5 | -17 | 8 | 12 | -19 | 2 | 10 | 6 | 5
O=C(NNC(=O)c1cc2cc3ccccc3nc2s1)c1ccc(F)cc1 | 8 | -5 | -3 | -4 | -4 | -10 | 8 | -7 | 25 | -13 | -2
O=c1c2ccccc2nc(/C=C/c2ccc([N+](=O)[O-])o2)n1CCCO | -8 | -21 | -32 | 36 | -2 | -25 | 96* | 11 | 22 | 11 | 84*
O=C(COC(=O)CNC(=O)c1ccccc1F)NC1CC1 | -10 | -13 | -7 | -3 | -4 | 1 | 0 | -9 | 8 | 12 | 4

Screening data deposited in PubChem BioAssay by several laboratories.
